Sm TGR block: S. mansoni TGR enzyme inhibition. Q962Y6. purified TGR, DTNB reduction, TNB absorbance 405 nm. Potency, µM (doses to about 114 µM), inactives show at the highest dose activity change, negative = inhibition, most hits filed as inhibitors. 3% of 360,000 active; note: potency is the fitted concentration of half-maximal effect; nearly all actives have a fitted effect of over 60% in size
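First, TGR (20 nM dispensed) and NADPH were mixed with compound. Second, a 15 min room-temperature incubation followed. Third, further NADPH and then DTNB were added to start the reaction. Finally, TNB absorbance was monitored kinetically.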
AmpC detergent: inhibitors of E. coli AmpC beta-lactamase with detergent; P00811; AmpC hydrolysis of nitrocefin, absorbance 480 nm, 0.01% Triton; Potency, µM (highest dose often 114 µM), without a hit: at the highest dose activity change, negative = inhibition, usual class: inhibitors; 0.041% of 370,000 active;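 note: potency is the fitted concentration of half-maximal effect; 0% = no-compound wells and -100% = no-enzyme wells; nearly all actives have a fitted effect of over 25% in size; some results filed as inactive show a strong effect at the top dose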
Target sequence (P00811 whole entry, looked up): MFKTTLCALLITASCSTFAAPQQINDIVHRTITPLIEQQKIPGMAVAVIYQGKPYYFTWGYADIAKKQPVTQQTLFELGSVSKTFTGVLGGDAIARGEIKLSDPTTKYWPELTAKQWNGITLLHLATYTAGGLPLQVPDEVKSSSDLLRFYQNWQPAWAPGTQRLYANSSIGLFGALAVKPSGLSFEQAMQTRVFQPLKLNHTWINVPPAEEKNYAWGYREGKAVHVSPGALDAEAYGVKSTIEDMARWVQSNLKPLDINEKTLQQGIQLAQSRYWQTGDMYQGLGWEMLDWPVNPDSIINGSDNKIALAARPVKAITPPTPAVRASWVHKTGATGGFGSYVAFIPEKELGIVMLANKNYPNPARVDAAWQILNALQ
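20 mM phosphate pH 7.0 + 0.01% (detergent screen) or 0.0001% Triton X-100; 5.3 nM AmpC reagent; cpd preinc 15 min RT; nitrocefin (800 uM stock) to start; A480 q20 s × 4 min; Activity was normalised to no-enzyme and no-compound control wells.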
HCMV inh: inhibitors of human cytomegalovirus; HFF cells, HCMV-luciferase reporter, 72 h; active compounds read low; activity change, negative = inhibition, % at 57.5 µM; 4.5% of 410,000 active; in the data active = activity change below about -60%; inconclusive = no clear call, values can overlap the other calls; inactive = above about -39%
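Cell-based, HFFs, 1000 cells/well, 16 h 37C; cpds in DMSO + HCMV-luc, MOI 1 PFU/cell; 72 h 37C; OneGlo luminescence after 5 min RT; norm. to buffer vs Salinomycin 10uM.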
AmpC inh no detg: blocks E. coli AmpC beta-lactamase in detergent-free assay; AID 485341; AmpC nitrocefin hydrolysis, absorbance 480 nm, 0.0001% Triton; 0.52% of 330,000 active; Potency, µM (doses to about 57.1 µM), inactives show at the top dose activity change, negative = inhibition, actives largely listed as inhibitors;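 note: potency is the fitted concentration of half-maximal effect; plate controls were no compound for no effect and no enzyme for full effect; nearly all actives have a fitted effect of over 20% in size; some results filed as inactive show a strong effect at the top dose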
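20 mM phosphate pH 7.0 + 0.01% (detergent screen) or 0.0001% Triton X-100; 5.3 nM AmpC reagent; cpd preinc 15 min RT; nitrocefin (800 uM stock) to start; A480 q20 s × 4 min; Activity was normalised to no-enzyme and no-compound control wells.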
Giardia FBPA inh: Giardia lamblia aldolase inhibition; Potency, µM (doses to about 59.6 µM), inactives show top-dose activity, negative = inhibition, actives largely listed as inhibitors; purified Giardia FBPA; 0.71% of 290,000 active; note: potency is the fitted concentration of half-maximal effect; nearly all actives have a fitted effect of over 55% in size
Target sequence (A8B2U2 whole entry, looked up): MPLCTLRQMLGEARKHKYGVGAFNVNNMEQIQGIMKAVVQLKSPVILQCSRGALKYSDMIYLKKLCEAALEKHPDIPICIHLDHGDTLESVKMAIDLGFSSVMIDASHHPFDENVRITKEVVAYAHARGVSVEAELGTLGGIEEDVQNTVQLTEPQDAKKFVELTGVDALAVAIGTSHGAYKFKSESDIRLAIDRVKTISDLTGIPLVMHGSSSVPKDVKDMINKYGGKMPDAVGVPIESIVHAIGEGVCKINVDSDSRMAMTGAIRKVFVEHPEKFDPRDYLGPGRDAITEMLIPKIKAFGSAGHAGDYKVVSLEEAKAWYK
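Giardia FBPA (40 nM reagent) was preincubated 10 min at RT with compound (up to 57.5 uM final), then substrate plus GAPDH/TPI/NAD/arsenate coupling system with diaphorase/resazurin was added; resorufin fluorescence (525/598 nm) was read after 20 min.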
AMA1-RON2 inh: disrupts binding of P. falciparum AMA1 to RON2; 0.2% of 360,000 active; AlphaScreen AMA1-biotinylated RON2 peptide binding; AID 720542; Potency, µM (top dose mostly 58.2 µM), inactives show at the top dose activity change, negative = inhibition, actives largely listed as inhibitors;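 note: potency is the fitted concentration of half-maximal effect; 0% = vehicle wells and -100% = peptide control; nearly all actives have a fitted effect of over 45% in size; some results filed as inactive show a strong effect at the top dose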
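AMA1 (3D7) with his tag at 25 nM final met compounds first, then biotinylated RON2 peptide at 25 nM; detection used donor plus acceptor beads, 10 µg/mL apiece, read by AlphaScreen after 30 min at room temperature.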
Active calls of the source: *; u = inconclusive; x = not tested or not shown; & = joins results of further samples; [ ] = remark or other dose. Unless noted, calls come from the whole dose curve; as a rule, active = well fitted curve in the direction sought with a large enough effect; inconclusive = small, poorly fitted or top-dose-only effect, or another doubt; inactive = no such curve, though single readings can be large; an effect the other way counts as inactive or inconclusive. Unless noted, % is set by controls: 0 for no effect and ±100 for the full control effect. Random draw from the library. Share with any hit: about 7.8%.

no. | molecule | AMA1-RON2 inh | HCMV inh | AmpC inh no detg | AmpC detergent | Sm TGR block | Giardia FBPA inh
1 | N/C(=N\OC(=O)Cc1ccc([N+](=O)[O-])cc1)c1ccccn1 | 74%[activator] | -36 | -14% | 1% | -8% | u
2 | COc1cccc(NC(=O)c2cn(C3CCCCC3)c(=O)c3c2c2ccccc2n3C)c1 | x | -17 | x | 12% | 0% | x
3 | CCOC(=O)N1CCN(C(=O)c2ccc3nc(N4CCC(C)CC4)sc3c2)CC1 | -4% | -18 | 119%[activator] | -6% | -26% | 5%
4 | Cc1cc2c(cc1C)CSC(c1ccccc1OC(=O)C(C)C)SC2 | 7% | u | -16% | 0% | -10% | 1%
5 | CCCCN(C(=O)c1ccc(NC2CC2)c([N+](=O)[O-])c1)c1c(N)n(CCCC)c(=O)[nH]c1=O | -14% | -10 | -28% | 0% | 0% | x
6 | COc1cccc(C(=O)Nc2cccc(-c3cn4ccsc4n3)c2)c1OC | x | 84 | x | 23% | 1% | x
7 | Cc1ncoc1C(=O)N1CCCC(C(=O)c2ccc(-c3ccccc3)c(F)c2)C1 (centres undefined) | -15% | -34 | 165%[activator] | -9% | 11% | -6%
8 | CCCOC(=O)C(C)n1nnc2sc(-c3ccccc3)cc2c1=O (centres undefined) | x | -28 | x | 15% | 4% | x
9 | CC(C)(CNC(=O)c1cc(Cl)c(O)c(Cl)c1)N1CCCCC1 | -1% | 1 | -18% | 1% | 4% | 9%
10 | CCOC(=O)c1c(Nc2ccccc2)nnc(-c2ccccc2)c1-c1ccccc1 | x | -8 | x | 5% | 4% | x
11 | COC(=O)c1ccccc1NC(=O)c1cc2sccc2n1C | -4% | -12 | -25% | u | 0% | 0%
12 | CC(CC(=O)N1CCN(c2ccc(C(F)(F)F)cn2)CC1)n1ccnc1 (centres undefined) | -6% | 7 | -7% | 3% | 4% | 8%
13 | COc1ccc2c(c1)c(C(=O)N/N=C/c1ccccc1Cl)c(C)n2C | 1% | u | -1% | 2% | 2% | -22%
14 | Cc1noc(C)c1S(=O)(=O)Nc1ccc(C(=O)NC2CCCCC2C)cc1 (centres undefined) | 10% | -19 | -29% | -2% | 4% | 15%
15 | CC(=O)c1ccc(OCc2cc(C(=O)N(C)C3CCOC3)no2)cc1 (centres undefined) | 0% | 112 | 31% | -2% | -3% | x
16 | CCOC(=O)C1CCN(Cc2nnc(-c3ccccc3C)o2)CC1 | 12% | -14 | 48% | 11% | 14% | -14%
17 | O=C1N/C(=C/c2cccn2-c2ccc(F)cc2)C(=O)N1Cc1ccccc1F | -15% | -13 | -51% | u | -16% | 1%
18 | COc1ccc(C)cc1NC(=O)C(c1ccccc1)N1CCNC(=O)C1 (centres undefined) | x | x | -4%[11.4 µM] | u | -2% | 4%
19 | CN(C)C(=O)COc1ccc2c3c(c(=O)oc2c1)CCCC3 | -4% | 45 | 3% | u | -22% | -3%
20 | CC(=O)NCC1=C(NC(C)=O)C2CC1C(C)(C)C2C (centres undefined) | x | x | -8% | -3% | -1% | -1%

Next section; the last six above are carried over.
no. | molecule | AMA1-RON2 inh | HCMV inh | AmpC inh no detg | AmpC detergent | Sm TGR block | Giardia FBPA inh
15 | CC(=O)c1ccc(OCc2cc(C(=O)N(C)C3CCOC3)no2)cc1 (centres undefined) | 0% | 112 | 31% | -2% | -3% | x
16 | CCOC(=O)C1CCN(Cc2nnc(-c3ccccc3C)o2)CC1 | 12% | -14 | 48% | 11% | 14% | -14%
17 | O=C1N/C(=C/c2cccn2-c2ccc(F)cc2)C(=O)N1Cc1ccccc1F | -15% | -13 | -51% | u | -16% | 1%
18 | COc1ccc(C)cc1NC(=O)C(c1ccccc1)N1CCNC(=O)C1 (centres undefined) | x | x | -4%[11.4 µM] | u | -2% | 4%
19 | CN(C)C(=O)COc1ccc2c3c(c(=O)oc2c1)CCCC3 | -4% | 45 | 3% | u | -22% | -3%
20 | CC(=O)NCC1=C(NC(C)=O)C2CC1C(C)(C)C2C (centres undefined) | x | x | -8% | -3% | -1% | -1%
21 | CSc1cccc(NC(=O)Cn2c(=O)n(Cc3ccccc3)c(=O)c3sc4ccccc4c32)c1 | x | -11 | x | 7% | 6% | x
22 | CC(NC(=O)c1ccccc1NC(=O)CSc1nnnn1C)c1ccccc1 (centres undefined) | 1% | 39 | -7% | -11% | 8% | 0%
23 | CCOc1ccccc1NC(=O)C(CC)Sc1nc2ccncc2[nH]1 (centres undefined) | u | -15&17 | -29% | 1%&-2% | -7%&-10% | 14µM*
24 | Cc1ccccc1-c1nc(C(=O)NCC2CCCO2)cc2c1[nH]c1ccccc12 (centres undefined) | -10% | -23 | 5% | u | 0% | -6%
25 | CCC(C)NC(=O)CC(NS(=O)(=O)c1ccc(Cl)cc1)c1ccco1 (centres undefined) | -9% | 5 | -7% | u | -9% | 4%
26 | COc1ccccc1CNC(=O)c1ccc(N2CCOCC2)c([N+](=O)[O-])c1 | 7% | -8 | 0% | -10% | 1% | -4%
27 | Cc1ccccc1CN1CCCN(CC(=O)Nc2ccc3c(c2)OCCO3)S1(=O)=O | x | -17 | x | -6% | -4% | x
28 | CCC1CCC2(CC1)SCC(=O)N2c1ccccc1 (centres undefined) | -4% | -15 | 42% | 0% | 1% | 8%
29 | CCN(c1ccccc1)S(=O)(=O)c1ccc(NC(=O)c2ccco2)cc1 | 10% | -16 | -28% | -3% | 13% | -6%
30 | O=C(Nc1ccccc1)NC1CCCCNC1=O (centres undefined) | 4% | 17 | -8% | u | 9% | 8%
31 | COc1ccc(S(=O)(=O)N2CCC(C(=O)O)(c3ccccc3)CC2)cc1 | 2% | -22 | -9% | -25% | -1% | -1%
32 | O=C(CCS(=O)(=O)c1ccc(Br)cc1)N1CCN(c2ccc(Cl)cc2)CC1 | -1% | -79* | -3% | u | 7% | 4%
33 | O=C(Nc1cc2c3c(c1)CC(=O)N3CCC2)c1ccc(Br)o1 | -11% | 5 | -11% | -15% | 1% | x
34 | O=C(CN1CCN(Cc2ccccc2)CC1)NCCc1ccccc1 | 7% | -23 | 41% | u | 2% | 1%
35 | COc1ccc(-c2cc(NCCc3ccncc3)n3ncnc3n2)cc1 | 37%[activator] | 54 | -15% | 0% | 6% | 4%
36 | CCN1C(=NCCc2ccccn2)N[C@@H](c2cccc(C(F)(F)F)c2)C(C(=O)OC)=C1C | 29% | 82 | 16%&53% | u | -18% | -4%
37 | CCN1CCc2c(sc(NC(=O)c3ccc(S(=O)(=O)N4CC(C)OC(C)C4)cc3)c2C(N)=O)C1 (centres undefined) | -14% | -23 | 133%[activator] | 6% | 12% | u
38 | COc1ccccc1CCNC(=O)CSc1nnc2ccc(-c3cccnc3)nn12 | 9% | 37 | 17% | 3% | 3% | 1%
39 | Cc1cccc(N2CCN(C(=O)CCCSc3nc4ccccc4[nH]3)CC2)c1C | 5% | u | -6% | 4% | 3% | 1%
40 | O=c1c2oc3ccccc3c2n(Cc2ccccc2)c(=O)n1Cc1ccco1 | x | -16 | x | 10% | 3% | x
41 | Cc1ccc2c(c1)sc1nc(-c3cc4cc(Cl)ccc4oc3=O)cn12 | x | u | x | -2% | 9% | x
42 | COc1cc(NC(=O)CN2C(=O)COc3ccc(S(=O)(=O)N4CCCC4)cc32)cc(OC)c1 | 0% | -25 | -46% | 2% | -8% | 0%
43 | CC(=O)c1ccc(OC(=O)C(CCS(C)(=O)=O)N2C(=O)c3ccccc3C2=O)cc1 (centres undefined) | 1% | 82 | 19% | -1% | -1% | 7%
44 | CCOC(=O)Cn1c(=O)oc2ccc(C)cc21 | 12% | 2 | -10% | 7% | x | -1%
45 | COCC1CCCCN1C(=O)c1ccc(OC)c(OC2CCN(C(C)C)CC2)c1 (centres undefined) | 8% | 36 | -4% | -5% | -22% | x
46 | Cc1ccccc1NC(=O)c1ccc(Cl)c(S(=O)(=O)N2CCCCCC2)c1 | x | -10 | x | -2% | -7% | x
47 | Nc1nc(NC(=O)Cc2ccccc2)nn1-c1ccccc1 | -6% | -29 | -15% | u | -28% | 6%
48 | Cc1ccc(NC(=S)Nc2cc(C)on2)cc1 | 11% | 128 | -12% | -5% | -8% | 1%
49 | Cc1cccc(Nc2nnc(-c3ccc(C)c(S(=O)(=O)N4CCN(C)CC4)c3)c3ccccc23)c1 | x | -69* | x | -3% | -4% | x
50 | CCOC(=O)c1ccc(-n2ccnc2)c(NC(=O)c2cccc(Br)c2)c1 | -3% | -2 | -8% | -5% | -6% | 7%
51 | Cc1ccc(Nc2nc3ccccc3c(=O)[nH]2)cc1C | 0% | -23 | -28% | 0% | -12% | 4%
52 | Cc1c(C(=O)O)sc2nc(CSc3ncc(C(F)(F)F)cc3Cl)[nH]c(=O)c12 | -9% | -13 | -32% | 1% | -6% | 20%
53 | O=C(CCn1c(=O)c2sccc2n(CC(=O)OCc2ccccc2)c1=O)NCc1ccccc1 | 53%[activator] | -37 | -10% | 0% | -13% | 7%
54 | Nc1nc2n(n1)C(c1cccc(Br)c1)CC(c1ccc(F)cc1)N2 (centres undefined) | -2% | -23 | 86%[activator] | 11% | 4% | -2%
55 | CC(C(=O)N1CCCC1)N1CCN(c2ccccc2O)CC1 (centres undefined) | 12% | 26 | -18% | -2% | 1% | -8%
56 | COc1cc(C(=O)N(Cc2cc3ccccc3[nH]c2=O)CC2CCCO2)cc(OC)c1OC (centres undefined) | 7% | -18 | 15% | -15% | 0% | 2%
57 | CC(C)(O)C(=O)NNC(=S)Nc1cccc(C(F)(F)F)c1 | 109%[activator] | -33 | -34% | -3% | 15% | 5%
58 | COc1ccc(CNC(=O)[C@H](CCSC)NC(=O)N2CCn3c2nc2ccccc23)cc1 | 75%[activator] | 0 | 120%[activator] | -12% | -9% | 15%
59 | Cn1nc(C(C)(C)C)cc1C(=O)NCc1ccc2c(c1)OCO2 | 2% | -83* | -2% | -7% | -24% | x
60 | CC1CN(C(=O)c2cccc(S(=O)(=O)Nc3cc(Cl)ccc3Cl)c2)CC(C)O1 (centres undefined) | -1% | -19 | -18% | 2% | 4% | 20%

Shown field by field: 3 of the compounds above.
#44 CCOC(=O)Cn1c(=O)oc2ccc(C)cc21
  AMA1-RON2 inh: 12% | HCMV inh: 2 | AmpC inh no detg: -10% | AmpC detergent: 7% | Sm TGR block: x | Giardia FBPA inh: -1%

#47 Nc1nc(NC(=O)Cc2ccccc2)nn1-c1ccccc1
  AMA1-RON2 inh: -6% | HCMV inh: -29 | AmpC inh no detg: -15% | AmpC detergent: u | Sm TGR block: -28% | Giardia FBPA inh: 6%

#58 COc1ccc(CNC(=O)[C@H](CCSC)NC(=O)N2CCn3c2nc2ccccc23)cc1
  AMA1-RON2 inh: 75%[activator] | HCMV inh: 0 | AmpC inh no detg: 120%[activator] | AmpC detergent: -12% | Sm TGR block: -9% | Giardia FBPA inh: 15%

Screening results deposited in PubChem by National Center for Advancing Translational Sciences (NCATS).
